# Source: PubChem BioAssay (several laboratories)
# V1R ag counter – agonists of human V1a receptor, primary screen, counter-screen for OXTR agonist project, fluorescence, CHO-V1R cells | Vasopressin V1a receptor (Homo sapiens), P37288 | Fluo-8 calcium fluorescence, agonist mode; 0% DMSO, 100% 3 nM vasopressin | activation, % at 3 µM | hit rate 0.25% among 320,000 | AID 2797, 2010;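 active means activation above the mean activation of all tested compounds plus 3 SD, per screening run, cut at about 20% in these data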;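 further: signal is peak over basal fluorescence ratio across a 100 second FLIPR read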
# GalR3 antag – GalR3 antagonists in HEK293 cells, primary screen, cell-based, fluorescence readout | Galanin receptor type 3 (Homo sapiens), O60755 | HEK293 GalR3-CNG cAMP membrane potential fluorescence; galR3 body fused to GalR1 C-terminus | inhibition, % at 3 µM | hit rate 0.44% among 360,000 | AID 651719, 2012;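 active means inhibition above the screen-wide average plus 3 SD, cut at about 13% in these data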;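 further: forskolin and galanin both at EC90 stimulate the cells; cAMP rise reported by CNG channel membrane potential dye signal; 0% = forskolin plus galanin with DMSO and 100% = forskolin alone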
# Target sequence (O60755 1-299 limits assumed): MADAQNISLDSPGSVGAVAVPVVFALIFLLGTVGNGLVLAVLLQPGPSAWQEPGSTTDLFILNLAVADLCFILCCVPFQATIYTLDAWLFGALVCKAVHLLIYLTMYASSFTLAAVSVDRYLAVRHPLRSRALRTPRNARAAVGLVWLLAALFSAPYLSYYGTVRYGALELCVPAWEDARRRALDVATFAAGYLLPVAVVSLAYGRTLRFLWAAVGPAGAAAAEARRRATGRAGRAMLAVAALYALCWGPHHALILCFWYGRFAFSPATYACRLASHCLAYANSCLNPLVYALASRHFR
# GPR7 antagonist – GPR7 receptor antagonists, primary screen, cell-based, fluorescence, single concentration; AID 1861, 2009; Neuropeptides B/W receptor type 1 (Homo sapiens), P48145; hit rate 1.1% among 290,000; GPR7-expressing cells, fluorescence antagonist assay; inhibition, % at 4.4 µM; in the data active means inhibition above about 16%, passing the limit was not always enough;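 further: cells stimulated with the agonist NPW; 0% = agonist with vehicle and 100% = vehicle without agonist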
# Target sequence (P48145 whole entry, looked up): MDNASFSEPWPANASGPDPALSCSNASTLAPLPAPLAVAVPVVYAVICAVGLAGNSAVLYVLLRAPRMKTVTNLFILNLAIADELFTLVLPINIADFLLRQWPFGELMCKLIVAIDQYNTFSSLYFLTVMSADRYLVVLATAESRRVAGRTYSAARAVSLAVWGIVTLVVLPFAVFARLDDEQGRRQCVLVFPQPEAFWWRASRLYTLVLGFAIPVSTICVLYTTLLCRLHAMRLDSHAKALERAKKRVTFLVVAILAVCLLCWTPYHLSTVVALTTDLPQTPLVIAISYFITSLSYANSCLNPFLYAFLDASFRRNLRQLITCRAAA
# M18AAP inhibitor – PfM18AAP inhibitors, malaria aminopeptidase, primary screen, biochemical, QFRET, recombinant enzyme; M18 aspartyl aminopeptidase (Plasmodium falciparum 3D7); H-Glu-NHMec fluorogenic cleavage; inhibition, % at 7.35 µM; hit rate 1.2% among 290,000;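 active means inhibition above the campaign mean inhibition over all tested compounds plus 3 SD, cut at about 28% in these data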;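 further: 0% = plate median of test compound wells and 100% = 2 mM ZnCl2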
# MEKK2 mut-MEK5 – MEK5 binding signal on mutant MEKK2 PB1, primary screen, biochemical, multiplex bead flow cytometry, Alexa488-MEK5. Alexa488-MEK5 binding to MEKK2 mutant. hit rate 0.35% among 290,000. AID 1530, 2009. percent response, % at 10 µM; in the data active means percent response above about 24%, passing the limit was not always enough; further: inactives centre near 1; some results filed as inactive read as strong as hits
# NALP1 inh – NALP1 inflammasome inhibitors in reconstituted yeast, colorimetric, S. cerevisiae, triplicate retest | S. cerevisiae NALP1/ASC/caspase-1 growth, X-gal OD620, 72 h | inhibition, % at 10 µM | hit rate 0.61% among 280,000; in the data active means inhibition mostly above about 24%, no sharp cut-off; inactive means mostly below about 32%; further: some compounds called inactive have numbers as strong as hits
# MEKK2wt PB1 HTS – modulators of MEK5 binding to wildtype MEKK2, primary screen, biochemical, multiplex bead flow cytometry, Alexa488-MEK5; binding response (% of control), % at 10 µM; hit rate 1.1% among 290,000; Alexa488-MEK5 binding to MEKK2 WT; actives lie on both sides; Mitogen-activated protein kinase kinase kinase 2 (Homo sapiens), Q9Y2U5; in the data active means binding response below about 67% or above about 130%
# OXTR ag – human OXTR agonists, primary screen, fluorescence, CHO-OTR cells, Fluo-8 calcium | Fluo-8 calcium fluorescence; normalized: DMSO 0%, oxytocin 100% | activation, % at 3 µM | hit rate 0.32% among 320,000;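 active means activation above the mean of all tested compounds plus 3 SD, cutoff set per screening run, cut at about 20% in these data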;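 further: peak over basal fluorescence ratio from a 100 s FLIPR kinetic read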
# Target sequence (P30559 whole entry, looked up): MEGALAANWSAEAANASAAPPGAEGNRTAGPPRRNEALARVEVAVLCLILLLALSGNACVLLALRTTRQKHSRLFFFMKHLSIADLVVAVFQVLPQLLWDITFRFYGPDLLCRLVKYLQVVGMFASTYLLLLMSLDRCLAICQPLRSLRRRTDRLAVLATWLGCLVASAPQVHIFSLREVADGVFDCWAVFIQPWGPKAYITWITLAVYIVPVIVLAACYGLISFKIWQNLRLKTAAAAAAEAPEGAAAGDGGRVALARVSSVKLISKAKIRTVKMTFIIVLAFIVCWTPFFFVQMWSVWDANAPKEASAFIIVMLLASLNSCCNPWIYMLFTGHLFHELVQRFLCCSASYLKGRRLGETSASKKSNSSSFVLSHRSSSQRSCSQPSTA
# OXTR potentiator – human OXTR potentiators, primary screen, fluorescence, CHO-OTR cells, Fluo-8 calcium; Oxytocin receptor (Homo sapiens), P30559; Fluo-8 calcium fluorescence, potentiator mode; 0% = oxytocin EC15, 100% = EC100; activation, % at 3 µM; hit rate 0.061% among 320,000;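 active means activation above that plate's cutoff, the mean activation of tested compounds plus 3 SD, cut at about 6.6% in these data, passing the limit was not always enough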;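 further: 100% uses oxytocin at 75 nM as the full agonist control; some results filed as inactive read as strong as hits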
#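 Material: CHO-OTR cells, human receptor; compound dosing: single dose, 3.0 µM nominal final compound concentration; schedule: 6 min compound pre-incubation at room temperature, 100 s kinetic read; measured by: kinetic Fluo-8 calcium fluorescence; read-out basis: % activation vs EC15 and EC100 oxytocin; controls: EC15 oxytocin alone as 0%, 75 nM oxytocin as 100%; replicates: singlicate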
# The depositor's hits bear a star; . = not tested or not shown. Not a hit list. About 4.1% of those tested had a hit in this group.
SMILES,V1R ag counter,GalR3 antag,GPR7 antagonist,M18AAP inhibitor,MEKK2 mut-MEK5,NALP1 inh,MEKK2wt PB1 HTS,OXTR ag,OXTR potentiator
COc1cc(NC(=S)N2CCCCC2C)c(OC)cc1Cl (configuration not stated),-1.1,5,-6,13,6,-12,110,-1.6,-11
O=CNc1ccccc1Oc1ccccc1,-0.3,-1,-2,-11,7,5,108,0.0,-2
O=C(CN1C(=O)C2C3CC(C(Br)C3Br)C2C1=O)N1CCN(Cc2ccccc2)CC1 (configuration not stated),1.2,-2,29*,-3,-15,.,96,15,-17
Cc1nonc1NC(=O)CSc1ccc(-c2ccccc2)nn1,1.3,0,-2,6,11,-9,104,0.5,-2
CCCNC(=O)C1(CC2CC(c3ccccc3)=NO2)CCN(C(=O)OC(C)(C)C)CC1 (configuration not stated),-1.4,1,.,.,2,.,100,-0.5,-5
C/C(CCc1ccccc1)=N\NC(=O)COc1ccccc1C,0.4,-4,-6,3,0,2,99,-1.2,-2
CCC(OC(=O)c1ccco1)C(=O)NC1CCCC1 (configuration not stated),0.1,-3,-15,-11,-1,10,100,1.3,-7
CCc1nc2sc(C(C)=O)c(N)c2c2c1CCCC2,-1.9,4,-9,0,-2,8,98,-2.8,0
CCSc1ccccc1C(=O)Nc1ccc(S(=O)(=O)NC(C)=O)cc1,0.1,-3,-8,32*,-3,14,98,0.7,-2
CC(CC(=O)Nc1ccccc1)NCCCN1CCCC1=O (configuration not stated),0.4,-11,-8,-1,2,8,104,0.0,-13
COc1ccc(NC(=O)c2nc3nc(C)cc(C(F)F)n3n2)cc1OC,0.0,.,-3,5,8,30,108,-1.3,1
COc1ccc(NC(=O)CNCc2ccc(Cl)cc2)cc1S(=O)(=O)N1CCOCC1,1.1,2,.,.,.,.,.,2.8,2
CCC(C)(C(=O)NC1CCCCC1)N(C(=O)CNC(C)=O)c1c(C)n(C)n(-c2ccccc2)c1=O (configuration not stated),1.7,0,4,13,1,20,97,-0.6,-1
Cc1cccc(NC(=O)NN2CCN(C)CC2)c1C,.,-3,-4,4,-3,23,102,.,.
Cn1nnc(NC(=O)c2ccc(C(C)(C)C)cc2)n1,-0.3,-1,9,0,-2,-6,95,-0.4,-10
COCc1ccc(C(=O)NCC2(N3CCCCC3)CCCCC2)cc1,0.2,-11,-15,0,3,18,105,1.5,7
COc1ccc(CCN2C(=O)N[C@@H](C(C)C)C2=O)cc1,-0.5,-3,-6,-14,2,7,105,-0.4,-7
CC(Oc1ccc2c3c(c(=O)oc2c1)CCC3)C(=O)NCc1cccnc1 (configuration not stated),0.6,-2,-11,1,0,13,103,3.0,-1
Fc1cccc(-c2n[nH]c(=S)n2-c2ccccc2)c1,0.7,-8,1,9,9,-17,114,-0.2,1
CC(C)(C)NC(=O)COC(=O)c1ccc(F)cc1Cl,0.8,-3,2,-1,0,6,104,0.0,-16
COc1cc(NC(=O)C2CCN(c3cnccn3)CC2)cc(OC)c1OC,1.6,-5,6,-6,6,10,100,0.2,-4
COc1ccc(CCN2CCCC(CN(C)Cc3cc(OC)ccc3OC)C2)cc1 (configuration not stated),0.2,-4,-1,1,6,-37,122,-0.2,1
COc1ccc(NC(=S)NC2CC3CCC(C2)N3Cc2ccco2)cc1 (configuration not stated),0.3,-4,-1,-3,-3,3,99,-1.0,-2
COc1ccccc1C(=O)Nn1cnc2ccccc2c1=O,0.2,-2,-7,-10,-6,2,90,0.5,-5
O=C(CN1C(=O)NC2(CCc3ccccc32)C1=O)NCC(=O)Nc1ccc(F)cc1 (configuration not stated),0.6,-5,.,.,.,.,.,0.2,-5
COCCN(C(=S)Nc1cccc(C)c1C)C(C)c1ccco1 (configuration not stated),1.1,5,4,-13,-7,2,96,0.0,-4
O=C(c1ccccc1)N1CCN(C(=S)NCc2ccco2)CC1,0.1,5,-12,3,-2,6,100,0.2,-10
Cc1[nH]c(=S)[nH]c(=O)c1CCCO,0.2,1,8,-6,1,0,101,1.2,-1
O=C(OCC(=O)N1CCCCC1)c1ccc2c(c1)C(=O)N(Cc1ccco1)C2=O,1.3,-4,.,.,.,.,.,3.1,-2
Fc1ccc(CN2CCN(C(c3ccccc3)c3ccccc3)CC2)cc1,-0.1,-4,-19,6,4,-11,125,-2.5,-19
Cc1ccc(S(=O)(=O)N2CCOCC2)cc1C(=O)N1CCN(S(=O)(=O)c2cccs2)CC1,1.1,13*,-8,-8,2,.,102,1.0,0
COc1ccc(/C=N/Nc2nc(C)cc(=O)[nH]2)cc1OC,.,-6,-4,-8,4,2,109,.,.
O=C(N=C1SCC(=O)N1c1ccccc1Cl)c1ccco1,0.5,-4,-3,16,4,6,103,0.5,-8
O=C(O)CN1C(=O)C(=O)N(Cc2ccc(Cl)c(Cl)c2)C1=O,0.9,-10,-6,-6,5,3,108,0.1,0
Cc1ccc(C)c(Cn2nnc3c(=O)[nH]c(C4CCCN(C(=O)C5CCC5)C4)nc32)c1 (configuration not stated),0.0,-7,-10,5,2,12,97,-1.7,-3
COc1ccc(S(=O)(=O)NC2CCCCCC2)c(OC)c1,1.1,0,24,2,5,-7,106,1.8,-10
CC(=O)Nc1ccc(S(=O)(=O)NCC2CCC(C(=O)NCCCOC(C)C)CC2)cc1 (configuration not stated),-0.3,-13,12,-2,8,-1,104,0.3,2
COc1nc(-c2ccccc2)ccc1-c1noc(-c2ccccc2)n1,0.5,4,-17,-6,1,14,100,0.3,1
Cc1cc(C(F)F)n2nc(C(=O)NCc3ccccc3F)nc2n1,0.6,10,-12,-2,14,-1,125,-0.5,2
O=S1(=O)CCC(NC(=S)NC2CCS(=O)(=O)C2)C1 (configuration not stated),2.3,-4,6,-1,2,21,93,1.0,-1
Cc1noc(C)c1COC(=O)CNC(=O)c1ccc(Cl)cc1,-0.4,-3,-9,5,-11,-7,89,-1.2,-6
CC1=C(C)NC(=S)SC1,-0.3,-3,-1,3,5,13,105,-0.1,-13
Cc1ccc(C)c(NC(=O)CCC(=O)NNC(=O)c2cccc([N+](=O)[O-])c2)c1,-0.1,-3,5,-2,8,32,99,-0.8,-3
COC(=O)C(NC(C)=O)(Nc1cc(C)ccn1)C(F)(F)F (configuration not stated),-0.2,-7,-1,4,-17,12,100,-0.3,-13
COc1cc(/C=N/NC(=O)c2ccc(O)cc2)ccc1OCC(=O)Nc1cccc([N+](=O)[O-])c1,0.9,-3,-19,-7,-4,-11,93,-0.9,-2

# Full records, looked up by structure. Screens in order: V1R ag counter	GalR3 antag	GPR7 antagonist	M18AAP inhibitor	MEKK2 mut-MEK5	NALP1 inh	MEKK2wt PB1 HTS	OXTR ag	OXTR potentiator
# Record of Cc1cc(C(F)F)n2nc(C(=O)NCc3ccccc3F)nc2n1 → 0.6	10	-12	-2	14	-1	125	-0.5	2
# Record of Cc1ccc(S(=O)(=O)N2CCOCC2)cc1C(=O)N1CCN(S(=O)(=O)c2cccs2)CC1 → 1.1	13*	-8	-8	2	.	102	1.0	0
# Record of COc1ccc(/C=N/Nc2nc(C)cc(=O)[nH]2)cc1OC → .	-6	-4	-8	4	2	109	.	.

# (more compounds)
SMILES,V1R ag counter,GalR3 antag,GPR7 antagonist,M18AAP inhibitor,MEKK2 mut-MEK5,NALP1 inh,MEKK2wt PB1 HTS,OXTR ag,OXTR potentiator
COCC(=O)Nc1ccccc1-c1ccccc1,0.4,1,-16,10,3,1,103,1.6,8
CCOC(=O)C1=C(C)N(CCCCCC(=O)O)C(=O)NC1c1ccc(Br)cc1 (configuration not stated),-0.4,-3,-3,2,-8,5,94,-0.8,-3
COc1ccc(N(C)S(=O)(=O)c2cccc(C(=O)OCC(=O)N(C)c3ccccc3)c2)cc1,7.2,-7,.,.,.,.,.,12,-10
N/C(=N\N=C/c1ccc(F)cc1)N/N=C\c1ccc(F)cc1,6.7,-7,20,18,31*,-10,159*,3.2,-15
COc1cccc(C(=O)NN2CCOCC2)c1,0.4,-4,.,.,.,.,.,1.4,2
CCCC(=O)NC(Nc1cccc(C(F)(F)F)c1)C(Cl)(Cl)Cl (configuration not stated),1.4,-5,-17,-13,1,11,101,-0.9,-21
Cc1[nH]c(C)c(S(=O)(=O)N2CCCCC2C)c1C(=O)N1CCCC1 (configuration not stated),0.0,-1,-5,3,1,1,96,0.6,2
CC1CCC(n2c(=S)[nH]c3ccccc3c2=O)CC1 (configuration not stated),-0.3,-4,-14,4,3,15,102,-2.3,-17
CCOc1cc(S(=O)(=O)N2CCCCC2)ccc1F,-1.0,-5,10,7,3,32,106,-1.8,3
COC(=O)c1ccc(NC(=O)c2cnc3scc(C)n3c2=O)cc1,0.0,.,-13,-1,-7,6,91,0.7,0
Cc1cc2nc(-c3ccc(=O)[nH]c3)n(Cc3ccccc3)c2cc1C,-0.2,-8,-2,0,1,8,98,0.8,-3
COC(=O)c1ccc(COc2ccccc2/C=N/NS(=O)(=O)c2ccccc2)cc1,0.1,-9,-6,1,2,2,99,-0.6,1
CC1Cc2ccccc2N1CC(=O)NC(=O)NCc1ccco1 (configuration not stated),0.3,-3,5,15,1,-7,92,-0.8,-1
C/C(=N\N)c1c(-c2ccccc2)c2cc(Br)ccc2[nH]c1=O,-1.1,.,-3,-3,-10,-11,90,0.5,-5
C[C@]12C(=O)N(c3ccc(C(F)(F)F)cc3)C(=O)N1[C@H]1c3ccccc3OC[C@@H]1[C@H]2c1ccccc1,2.0,0,.,.,.,.,.,1.8,1
Nc1c(C(=O)c2ccc(Cl)cc2)oc2ccccc12,0.8,-3,0,4,0,10,103,-0.7,-5
O=C(N/N=C1\CCCc2ccccc21)c1ccccc1Cl,-0.6,-5,0,-8,-4,14,97,-0.2,-15
COC(=O)Cc1c(C)c2ccc(OC(C)C)cc2oc1=O,-0.6,4,4,8,13,.,106,-0.6,-4
O=C(NC1=NCCS1)c1ccc(Cl)c(Cl)c1,1.1,-9,-14,-2,9,-5,112,0.8,-2
COc1ccc(NC(=O)N2CCc3ccccc3C2)cc1OC,-0.4,0,-16,-3,-3,6,96,-0.2,0
COc1ccc(COC(=O)C2=C(C)NC(=O)NC2c2cc(OC)ccc2OC)cc1 (configuration not stated),0.9,-9,-7,1,18,6,112,-0.2,-7
CC(C)(C)Nc1nc(-c2ccccn2)nc2ccccc12,2.8,-12,-14,-2,3,-16,101,4.6,-13
CCCCC1CC(/C(C)=N/NC(N)=O)OC1=O (configuration not stated),0.6,-1,-4,-8,-8,26,99,0.7,-5
O=[N+]([O-])c1ccc(COc2cccc(CNc3ccc(Br)cc3)c2)cc1,-0.5,-4,9,-2,13,26,108,-2.0,-8
